# GPR151 activ: human GPR151 activation | PathHunter beta-arrestin GPR151 cells, luminescence | activation, % at 11.2 µM | hit rate 1% among 650,000; in the data active means activation above about 4.9%;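 further: 0% = median of compound wells and 100% = cells with positive control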
# Target sequence (Q8TDV0 whole entry, looked up): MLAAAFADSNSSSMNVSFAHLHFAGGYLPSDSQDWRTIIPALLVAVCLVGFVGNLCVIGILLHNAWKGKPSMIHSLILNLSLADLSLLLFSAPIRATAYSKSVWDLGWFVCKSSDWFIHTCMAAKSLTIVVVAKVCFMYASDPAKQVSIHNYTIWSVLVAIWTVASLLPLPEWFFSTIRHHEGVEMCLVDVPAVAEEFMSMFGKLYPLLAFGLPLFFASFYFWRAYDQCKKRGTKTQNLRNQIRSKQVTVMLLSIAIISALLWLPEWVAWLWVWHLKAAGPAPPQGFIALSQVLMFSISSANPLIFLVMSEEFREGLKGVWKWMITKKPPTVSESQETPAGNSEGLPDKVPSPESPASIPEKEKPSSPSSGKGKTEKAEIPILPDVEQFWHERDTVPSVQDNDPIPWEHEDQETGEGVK
# MITF inh: blocks human microphthalmia-associated transcription factor; O75030; AlphaScreen MITF homodimerization, bead proximity signal; hit rate 0.91% among 650,000; inhibition, % at 2.6 µM; in the data active means inhibition above about 50%;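 further: 0% = vehicle wells with protein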
# Target sequence (O75030 whole entry, looked up): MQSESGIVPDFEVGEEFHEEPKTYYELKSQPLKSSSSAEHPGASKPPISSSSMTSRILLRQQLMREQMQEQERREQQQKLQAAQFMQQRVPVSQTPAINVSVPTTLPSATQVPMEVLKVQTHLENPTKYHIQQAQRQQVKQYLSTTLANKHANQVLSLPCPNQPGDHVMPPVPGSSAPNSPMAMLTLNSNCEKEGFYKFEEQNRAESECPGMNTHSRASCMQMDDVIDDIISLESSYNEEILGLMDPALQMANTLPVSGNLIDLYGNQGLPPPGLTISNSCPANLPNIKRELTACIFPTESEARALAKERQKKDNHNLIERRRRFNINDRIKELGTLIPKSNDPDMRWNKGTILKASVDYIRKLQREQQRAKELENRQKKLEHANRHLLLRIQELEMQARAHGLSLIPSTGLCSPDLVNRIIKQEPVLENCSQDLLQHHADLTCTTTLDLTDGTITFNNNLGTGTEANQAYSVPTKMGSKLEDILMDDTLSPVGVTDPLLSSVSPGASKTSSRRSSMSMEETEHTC
# TEAD-YAP block: TEAD-YAP interaction inhibition. HEK-TIYL cells, TEAD-Gal4/YAP UAS-luciferase luminescence. inhibition, % at 9.12 µM. hit rate 1.4% among 640,000; in the data active means inhibition above about 32%;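 further: 0% = median of test compound wells and 100% = reference inhibitor wells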
# FBW7 act: human FBW7 E3 ligase activation, primary screen | hit rate 0.13% among 650,000 | Q969H0 | AlphaScreen FBW7–phospho-cyclin E peptide binding, activator screen | normalized activity (activation), % at 26.1 µM; in the data active means normalized activity above about 1.9%;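 further: purified mutant Fbw7 with reduced substrate affinity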
# Active calls of the source: *; / = no result given; & = joins results of further samples.
SMILES,GPR151 activ,MITF inh,TEAD-YAP block,FBW7 act
CCCn1c(CCC(=O)NCc2ccc(Cl)cc2)nc2cccnc21,1.2,2.9,3.7,0.1
COC(=O)c1ccccc1NC(=O)Nc1ncn(Cc2cccc(C(F)(F)F)c2)n1,-1.1,21.3,1.7,1.8
COc1ccc(-c2nc3sc(CCNC(=O)c4ccc(C)c(C)c4)c(C)n3n2)cc1,2.9,3.4,2.3,-0.1
O=C(N[C@@H]1CCN(C(=O)c2cnccc2Nc2ccc(Cl)c(F)c2)C1)[C@@H](O)c1ccccc1Cl,0.8,10.4,-0.2,0.6
CCOC(=O)N1CCN(c2cc(-c3cncc(-c4ccc(F)cc4)c3)nc(C)n2)CC1,-0.2,-0.8,9.1,0.2
OC(COCCOc1ccc(Cl)cc1)CN1CCCC1 (centres undefined),-0.2,12.1,3.4,0.1
CCN(CC)C(=O)C1CCCN(c2nc(N)c3ncn(-c4ccccc4)c3n2)C1 (centres undefined),-1.9,-12.6,45.9*,-0.1
O=C1OC(c2ccccc2F)=N/C1=C\c1cc2c(cc1Cl)OCO2,0.3,34.8,8.1,0.3
COc1cccc(OC)c1C(=O)Nc1ccc2ccccc2c1,1.3,6.7,-10.7,-0.1
O=C(COc1ccc(Cl)cc1Cl)N/N=C/c1cc(O)ccc1[N+](=O)[O-],-0.1,13.2,-3.1,0.2
COc1ccc(-n2nc(C(=O)Nc3ccc(C(C)C)cc3)c3ccccc3c2=O)c(OC)c1,0.7,3.3,0.0,0.0
CCc1ccc(Nc2nnc(SCC(=O)Nc3ccccc3C#N)s2)cc1,1.3,2.8,-21.1,-0.1
CC(C(=O)Oc1ccc([N+](=O)[O-])cc1)N1C(=O)c2ccccc2C1=O (centres undefined),-1.7,-6.5,-8.9,0.0
COc1cc(Cl)c(/C=C2\C(=O)N(c3ccccc3)N=C2C)cc1OC,0.1,-6.2,3.3,0.1
O=C(CC1CCCC1)N1CCCC(n2nc(-c3cccs3)ccc2=O)C1 (centres undefined),0.1,-0.1,-0.9,0.1
Cc1nn(C)cc1S(=O)(=O)NCCC1=CCCCC1,-1.0,2.8,-7.3,0.0
CC(OC(=O)c1ccc(CO)cc1)C(=O)Nc1ncc(Cl)cc1Cl (centres undefined),1.5,5.8,-0.6,0.1
O=C(c1cc2cc([N+](=O)[O-])ccc2oc1=O)N1CCCCCC1,-0.6,-6.2,5.2,0.1
COc1ccc(CNS(=O)(=O)c2ccc(F)c(C(=O)Nc3ccc(Br)cc3)c2)cc1,0.5,-1.8,7.6,-0.1
Cc1ccc(/C=c2\s/c(=C(/C#N)C(=O)N3CCCC3)n(Cc3ccco3)c2=O)s1,-0.6,7.8,4.0,0.0
C#CCOc1ccc2c(c1)c(C(C)=O)c(C)n2-c1ccc(OCC)cc1,-0.7,8.2,-6.8,0.0
Cc1ccc(C(=O)/C=C2\NCCNC2=O)cc1,0.6&-4.1,24.9&1.5,1.9&14.8,0.0&-0.1
COC(=O)C(C(=O)OC)=C(/C=C/N(C)C)N(C)C,0.2,74.4*,-4.7,-0.2
COc1ccc(NC(=O)c2nnn(Cc3ccc(SC)cc3)c2N)c(OC)c1,2.3,-10.7,4.9,-0.2
Cn1c(-c2ccc(Cl)cc2)cnc1NCc1ccc(C#N)cc1,-0.6,53.9*,-7.0,0.2
O=C(Nc1ccc2[nH]ncc2c1)C1CCN(C(=O)[C@H](O)c2ccccc2Cl)C1 (some centres undefined),1.1,1.8,-2.3,-0.1
COc1cccc(-n2cc(C(=O)Nc3ccccc3C#N)c3ccccc3c2=O)c1,0.0,-10.9,-10.3,-0.4
CS(=O)(=O)Oc1ccc2c(=O)c(Oc3ccccc3Br)coc2c1,-0.5,-3.7,0.4,0.3
O=C(N/C(=C/c1ccccc1)C(=O)N1CCOCC1)c1ccc([N+](=O)[O-])cc1,1.3,2.0,2.6,0.2
CCN1c2ncccc2C(=O)NC12CCN(C(=O)c1cccc3nccnc13)CC2,1.0,5.9,2.5,0.6
Cc1cc([N+](=O)[O-])cc([N+](=O)[O-])c1C(N)=O,-0.4,-9.2,-3.7,0.5
COCCN1C(=O)CC[C@@]23C1=NC(C(=O)OC)=C(C(=O)OC)[C@@H]2N(Cc1ccccc1)c1ccccc13,-0.3,-3.4,/,-0.1
Nc1cc(C(=O)OCC(=O)Nc2nc(-c3ccc(F)cc3)cs2)ccc1Cl,-1.6,-0.5,-5.1,0.2
CCCCc1nnc(NC(=O)CS(=O)(=O)Cc2ccccc2)s1,2.5,2.4,-8.9,0.0
C=CCOc1cc(Br)c(C(=O)O)cc1OCC,-2.2,-3.9,-9.4,0.1
Cc1cc2ccccc2n1CCNC(=O)c1ccc(Cl)c([N+](=O)[O-])c1,0.5,18.8,10.8,-0.1
COc1ccc(C2CC(C(=O)NC(C)(C)C)N(C)S(=O)(=O)N2)cc1 (centres undefined),0.2,-9.7,-1.0,0.0
CCCOc1ccc(-c2nnn(CC(=O)Nc3ccccc3N3CCOCC3)n2)cc1,0.4,0.5,-2.4,-0.1
COc1cc2c(cc1OC)CN(S(=O)(=O)c1ccc(C)cc1)CC2,-0.8,6.0,-6.7,0.1
O=C(Nc1cc([N+](=O)[O-])ccc1F)c1ccc(-c2ccc(Cl)cc2)o1,0.7,3.2,1.8,0.0

# Some entries already given with just MITF inh.
mol | MITF inh
COc1ccc(CNS(=O)(=O)c2ccc(F)c(C(=O)Nc3ccc(Br)cc3)c2)cc1 | -1.8
Cc1ccc(/C=c2\s/c(=C(/C#N)C(=O)N3CCCC3)n(Cc3ccco3)c2=O)s1 | 7.8
C#CCOc1ccc2c(c1)c(C(C)=O)c(C)n2-c1ccc(OCC)cc1 | 8.2
Cc1ccc(C(=O)/C=C2\NCCNC2=O)cc1 | 24.9&1.5

# 4 records drawn at random from those above, as already listed:
SMILES,GPR151 activ,MITF inh,TEAD-YAP block,FBW7 act
C#CCOc1ccc2c(c1)c(C(C)=O)c(C)n2-c1ccc(OCC)cc1,-0.7,8.2,-6.8,0.0
Cc1cc2ccccc2n1CCNC(=O)c1ccc(Cl)c([N+](=O)[O-])c1,0.5,18.8,10.8,-0.1
COC(=O)c1ccccc1NC(=O)Nc1ncn(Cc2cccc(C(F)(F)F)c2)n1,-1.1,21.3,1.7,1.8
COc1cc(Cl)c(/C=C2\C(=O)N(c3ccccc3)N=C2C)cc1OC,0.1,-6.2,3.3,0.1

# The results go on.
SMILES,GPR151 activ,MITF inh,TEAD-YAP block,FBW7 act
CC(C)c1ccc(Nc2nc3ccccc3n3cnnc23)cc1,-1.2,21.4,3.9,1.3
CC(C)CC(=O)Nc1nnc(S(=O)(=O)N(C)c2ccc(Cl)cc2)s1,0.6,2.2,-4.0,0.0
COc1ccc(C(=O)NC(C)CCCC(C)C)cc1[N+](=O)[O-] (centres undefined),0.2,0.2,-7.3,-0.1
Cc1ccccc1-c1ocnc1C(=O)NCc1ccco1,0.0,5.2,-1.6,0.0
Cn1nc(C(C)(C)C)cc1C(=O)N1CCC2(CC1)CC(O)(c1nccs1)CO2 (centres undefined),2.2,3.6,3.9,0.1
Cc1cc(C)c(NC(=O)C2C3C4CCC(C4)C23)c(C)c1 (centres undefined),0.0,2.6,-9.0,0.0
CCOc1ccc(NC(=O)Nc2sc3nc4n(c(=O)c3c2C)CCC(C)CC4)cc1 (centres undefined),2.2,-0.8,-5.6,-0.1
OC[C@H]1O[C@@H](n2cnc3c(NC4CCCCC4)ncnc32)[C@H](O)[C@@H]1O,-1.6,15.2,-16.6,0.1
O=[N+]([O-])c1ccc(Cl)c(CN2CCCC(O)C2)c1 (centres undefined),1.3,6.1,-9.5,-0.1
O=C1CSC(c2cn(-c3ccccc3)nc2-c2cc3ccccc3oc2=O)N1Cc1ccco1 (centres undefined),0.5,4.5,-0.1,0.0
CCC1(C2CCN(CCc3ccccc3)CC2)NC(=O)N(Cc2ccc3c(c2)OCO3)C1=O (centres undefined),0.6,3.0,0.4,-0.1
Cc1ccc(N(Cc2ccccc2F)S(C)(=O)=O)c(C)c1,-0.3,1.8,0.0,0.1
O=C1C2CC=C(Cl)CC2C(=O)N1c1ccn[nH]1 (centres undefined),4.1,15.9,2.4,-0.2
CCCC1=NN2C(=N)/C(=C/c3ccc(-c4cccc(Cl)c4)o3)C(=O)N=C2S1,0.1,5.4,9.0,-0.1
Cc1cc(C)n2nc(S(=O)(=O)NC3CCCCC3)nc2n1,-0.3,9.3,0.6,0.2
CCOc1ccc(NC(=O)c2ccc3c(=O)n(-c4ccccc4F)c(=S)[nH]c3c2)cc1,-1.2,2.7,-8.5,0.0
COC(=O)C1=CNC=C(C(=O)OC)C1c1ccc(O)cc1,0.5,5.5,-6.8,0.0
Cc1c(C(=O)N2CCCCC2C)sc2nc(-c3cccc([N+](=O)[O-])c3)cn12 (centres undefined),-1.3,-7.4,-56.9,-0.1
CCOc1ccc(NC(=O)CSc2nc(NCC3CCCO3)c3ccccc3n2)cc1 (centres undefined),-0.4,-4.4,22.5,-0.1
O=C(c1cc(S(=O)(=O)N2CCCCC2)ccc1F)N1CCCCC1,0.2,2.0,-6.0,0.1
CCCNc1nc(N2CCN(Cc3ccc4c(c3)OCO4)CC2)nc2c1ncn2C(C)C,1.7,10.5,-1.2,-0.3
O=C(NCCc1c[nH]c2ccccc12)C(=O)Nc1ccc(F)cc1,-0.5,-0.6,0.8,0.1
CC1CCCC(NC(=O)C2N(CCN3CCOCC3)C(=O)C3C(C(=O)Nc4cccc(Cl)c4)C4C=CC32O4)C1C (centres undefined),-0.4,3.3,-8.4,-0.1
Cc1nc2ccccc2n1Cc1ccccc1,2.7,-12.5,0.8,0.0
O=C1N=C(O)CN1/N=C/c1ccc(-c2ccc([N+](=O)[O-])cc2)o1,-1.1,3.9,/,0.1
Nc1nonc1Sc1ccccn1,1.6,-1.3,2.5,-0.1
O=C(CCc1cccnc1)NCc1nnc2n1CCN(CC1CC=CCC1)CC2 (centres undefined),0.1,1.1,-1.3,-0.1
O=C(NCc1cccnc1)c1ccc2nc(-c3csc4ccccc34)sc2c1,-1.2,-7.5,-45.9,0.1
COc1ccc2c(=O)c(Oc3cc(C)ccc3C)coc2c1,-0.2,10.9,2.2,0.0
COc1ccc2c(c1)O[C@@H](c1cccc(C(F)(F)F)c1)C(OC(=O)NCCc1ccc(OC)c(OC)c1)C2=O (some centres undefined),0.2,12.0,/,0.6
CC(C)N1C(=O)c2ccc(C(=O)OCc3cccc(Br)c3)cc2C1=O,-1.4,0.6,5.8,-0.1
COc1ccc(CNc2ccc(F)c(Cl)c2)c(O)c1,-1.9,17.3,6.9,0.1
CCn1c(C(N)c2ccc(Cl)cc2)nc2cc(F)c(-c3ccnc4[nH]ccc34)cc21 (centres undefined),0.4,-0.5,5.1,0.0
CC1CCC(NC(=O)c2cc(-c3ccco3)[nH]n2)CC1 (centres undefined),-0.3,1.4,-8.8,0.2
C=CCNC(=O)c1cnn2c1NC(c1cccs1)CC2C(F)(F)F (centres undefined),0.1,-2.2,12.1,0.0
Cc1cc(NCCc2ccccn2)n2nc(C)c(-c3ccc(F)cc3)c2n1,-0.5,2.3,-8.8,-0.1
O=C(NCCc1ccc(Cl)cc1)c1nc(-c2cccnc2)no1,-0.1,0.4,-5.4,0.1
O=C(CCc1ccccc1)Nc1nnc(SCc2nc3ccccc3[nH]2)s1,-0.6,12.0,8.0,0.2
CCCCOC(=O)C1=C(C)Nc2ncnn2C1c1cccc(OC)c1 (centres undefined),-0.1,-1.6,0.0,0.0
Cc1cccn2c(=O)c(/C=C3\SC(=S)N(C)C3=O)c(N3CCC(C)CC3)nc12,1.9,-0.3,1.9,0.0
C=CCc1ccccc1OCCn1cc(/C=C2/C(=N)N3N=C(CC)SC3=NC2=O)c2ccccc21,-0.1,-1.2,-7.4,-0.1
O=C(CCC(=O)Nc1ccccc1Cl)NNC(=S)Nc1ccc2c(c1)OCO2,-0.2,-3.6,-2.0,-0.1
Cc1sc2ncn(CC(=O)NCCCC(=O)Nc3ccc(F)cc3)c(=O)c2c1C,-0.6,0.5,13.3,-0.1
Cc1ccc(C#N)c(SCC(N)=O)n1,0.1,5.6,3.9,-0.1
Cc1c(C(=O)NC(=O)Nc2ccc(Cl)c(Cl)c2)c(Cl)nc(Cl)c1[N+](=O)[O-],0.3,-7.4,5.8,-0.1
O=C(Nc1ccc(-n2cnnn2)cc1)C1CCC1,0.2,15.4,3.7,0.1
O=C(CSc1nc2ccccc2c(=O)n1CC1COc2ccccc2O1)NCc1ccccc1Cl (centres undefined),1.0,-0.4,-3.0,0.0
C/C=C(\C)CN1CCc2cc(OC)c(OC)cc2C1,0.5,-1.4,3.7,-0.1
CC1(C)NC(=O)N(CCCOc2cccc(C(F)(F)F)c2)C1=O,-0.4,-8.8,-4.0,-0.1
Cc1ccc(SCCC(=O)N(C)C)cc1,0.0,1.1,-20.4,0.1
COc1cccc(C2C3=C(CC(C)(C)CC3=O)OC3=C2C(=O)CC(C)(C)C3)c1OCc1ccc(Cl)cc1Cl,-0.8,11.9,5.4,0.0
Cc1ccc(-c2cnc3c(NC(CO)C(C)C)nccn23)cc1 (centres undefined),-0.2,10.0,-10.7,0.4
CC(C)CNC(=O)C(=O)NCC1OCCN1S(=O)(=O)c1ccc([N+](=O)[O-])cc1 (centres undefined),1.1,-9.8,-6.2,0.0
CCOc1cc(CNc2ncc(-c3ccc(OC)cc3)n2C)ccc1O,0.8,18.7,3.2,0.0
Cc1ccc(NC(=O)c2cc(S(=O)(=O)N3CCCCCC3)ccc2F)cc1F,0.7,-6.2,-9.6,0.0
CCn1c2ccccc2c2cc(NC(=O)CSc3nnc(-c4cccnc4)n3N)ccc21,-0.3,-5.5,-13.6,0.0
CC(C)c1ccc(N2C(=O)NC(=O)/C(=C/c3ccc4c(c3)OCO4)C2=O)cc1,0.9,13.4,11.8,0.0
